Source: PubChem
Runt-CBFb FRET: Runt domain-CBFb interaction inhibition; Cerulean-Runt/Venus-CBFb FRET ratio 530/480, 1 h; inhibition, % at 20 µM; 220,000 compounds, 0.46% hits;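 active = inhibition over about 50% at 20 µM in the single-dose screen, limit read from the data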;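 also: 0% = DMSO wells and 100% = excess unlabeled CBFb competitor control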
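test system = Cerulean-Runt domain fusion protein, energy donor | probe or stimulus = Venus-CBFb binding partner, 100 nM | incubation = two 1 h room-temperature incubations shielded from light | detection = fluorescence energy transfer, 422 nm excitation, 530/480 nm emission | measure = loss of energy transfer signal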
NCF1 inh: p47phox (human) inhibition | P14598 | p47phox/p22phox peptide binding, fluorescence polarization, 2 h | 220,000 compounds, 0.53% hits | inhibition, % at 24.7 µM;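 active = inhibition above about 30%, limit read from the data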;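 also: 0% = p47phox with labelled peptide and 100% = labelled peptide alone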
Target sequence (P14598 whole entry, looked up): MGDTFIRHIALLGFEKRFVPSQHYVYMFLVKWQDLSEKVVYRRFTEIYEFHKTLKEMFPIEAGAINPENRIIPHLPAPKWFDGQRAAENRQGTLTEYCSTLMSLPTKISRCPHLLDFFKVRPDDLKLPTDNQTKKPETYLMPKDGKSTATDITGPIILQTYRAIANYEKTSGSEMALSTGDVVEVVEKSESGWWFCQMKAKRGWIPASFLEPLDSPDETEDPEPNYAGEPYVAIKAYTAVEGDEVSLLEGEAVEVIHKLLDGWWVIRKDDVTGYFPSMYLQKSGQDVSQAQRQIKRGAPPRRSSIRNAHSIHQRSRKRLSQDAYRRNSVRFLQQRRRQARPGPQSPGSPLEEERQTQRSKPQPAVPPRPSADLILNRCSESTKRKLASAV
Runt-SMMHC FRET: inhibitors of human RUNX1 Runt domain binding to CBFb-SMMHC. 220,000 compounds, 0.74% hits. Cerulean-Runt/Venus-CBFb-SMMHC FRET ratio 530/480, 1 h. Q01196+Q13951. inhibition, % at 20 µM;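 active = mean inhibition across duplicate retests at 20 µM reaching about 50%, limit read from the data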;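 also: 0% = DMSO wells and 100% = wells with excess untagged CBFb-SMMHC; inhibitors lower the FRET ratio by blocking Runt binding to CBFb-SMMHC; some results filed as inactive read as strong as hits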
zVAD death inh: L929 zVAD cell death inhibition; viability rescue, % at 10 µM; 220,000 compounds, 0.38% hits; L929 zVAD necroptosis rescue, ATP luminescence, 24 h; with zVAD 60 µM;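 active = activation, scaled between plate controls, above about 75%, limit read from the data; inactive = activation under that limit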;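 also: 0% = zVAD with DMSO and 100% = DMSO alone without zVAD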
Tb hexokinase: T. brucei hexokinase 1 inhibition | recombinant TbHK1, G6PDH-coupled NADH A340 | inhibition, % at 10 µM | 220,000 compounds, 0.11% hits | AID 1430;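 active = inhibition of 50% or more in the single-dose primary screen; inactive = inhibition below 50%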
Hck-Nef inh: human Hck-Nef kinase inhibition | inhibition, % at 20 µM | 220,000 compounds, 0.68% hits | AID 463187 | P08631 | Recombinant Hck-YEEI plus Nef, Z-Lyte FRET kinase assay;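 active = Hck-Nef kinase inhibition above about 50%, limit read from the data; inactive = inhibition below that limit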;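 also: 0% = DMSO with Hck plus Nef and 100% = Hck alone without Nef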
14-3-3 Bad PPI: disrupts binding of bovine 14-3-3 zeta to phospho-Bad peptide; 220,000 compounds, 0.71% hits; inhibition, % at 21.7 µM; TR-FRET 14-3-3zeta/Dy647-pBad peptide displacement, 1 h;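 active = inhibition above about 70%, limit read from the data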;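 also: 0% = full 14-3-3 plus peptide FRET controls and 100% = background without 14-3-3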
Target sequence (P63103 whole entry, looked up): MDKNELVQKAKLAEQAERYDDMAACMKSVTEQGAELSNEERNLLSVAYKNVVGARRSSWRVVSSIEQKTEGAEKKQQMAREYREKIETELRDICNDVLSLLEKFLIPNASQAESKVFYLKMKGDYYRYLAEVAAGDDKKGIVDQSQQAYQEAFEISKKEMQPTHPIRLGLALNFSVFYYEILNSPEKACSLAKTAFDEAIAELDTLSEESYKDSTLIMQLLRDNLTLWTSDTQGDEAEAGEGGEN
EBV gp42 block: inhibitors of Epstein-Barr virus glycoprotein 42; 220,000 compounds, 0.42% hits; Fluorescence polarization binding assay, mP read-out; inhibition, % (tested at 21.74 µM); AID 1085; in the data active = inhibition above about 50%
Target sequence (Q1HVG2 whole entry, looked up): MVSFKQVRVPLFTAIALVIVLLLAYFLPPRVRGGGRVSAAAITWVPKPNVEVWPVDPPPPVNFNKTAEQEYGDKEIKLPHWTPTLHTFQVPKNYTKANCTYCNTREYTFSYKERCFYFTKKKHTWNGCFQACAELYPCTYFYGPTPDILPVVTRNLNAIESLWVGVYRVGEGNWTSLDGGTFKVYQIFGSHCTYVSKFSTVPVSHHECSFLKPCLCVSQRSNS
MDM2 E3 inh: blocks human Mdm2 ubiquitin ligase activity; 210,000 compounds, 0.11% hits; AID 1230; cell-based MDM2 ubiquitination luciferase reporter, 2 h; 0 = plate control, 100 = twice control, blank-subtracted; signal enhancement, % at 5 µM;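 active = signal enhancement of 30% or more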;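 also: luminescence tracks abundance of the self-degrading MDM2-luciferase fusion protein; higher signal means inhibition of MDM2 E3 ligase activity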
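Buffer or medium: Cells held in DMEM | Assay system: Stable mammalian line carrying autodegrading MDM2–luciferase fusion reporter | Quantity: 2000 cells/well | Times: 4 h settle plus 2 h compound, 37 °C | Doses: One concentration, 5 µM, with 0.2% DMSO | Technique: Luminescence with SteadyLite reagent, 15 min at room temperature | Benchmarks: Plate controls and plate blanks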
Active calls of the source: *; . = not tested or not shown; [ ] = remark or other dose.

Structure,Runt-CBFb FRET,NCF1 inh,Runt-SMMHC FRET,zVAD death inh,Tb hexokinase,Hck-Nef inh,14-3-3 Bad PPI,EBV gp42 block,MDM2 E3 inh
COc1ccc(Nc2nc(Nc3ccc(OC)cc3)nc(-n3[nH]c(=O)c(C)c3C)n2)cc1,-5,1,-12,2.3,-7,1,25,-1,-5
COc1ccc(F)cc1S(=O)(=O)N1CCC(C(N)=O)CC1,0,10,-2,0.2,1,1,5,0,-12
CCCC1CCC(=NNC(=O)CNc2ccc(OC)cc2)CC1 (stereo not given),-2,-3,2,1.2,2,1,-9,-7,-1
CCOc1ccc(-c2nc(C#N)c(N3CCN(CC)CC3)o2)cc1,-1,-32,-3,1.0,-16,9,11,2,0
CCOC(=O)Cc1csc(SCC(=O)c2c(N)n(CC(C)C)c(=O)n(C)c2=O)n1,-1,-3,0,-0.1,7,-1,-9[fluorescence artefact?],-6,-29
CCCc1cc(C(=O)N2CCN(c3ccccc3C)CC2)cs1,-4,-3,0,-0.1,9,8,-3[fluorescence artefact?],-3,-19
O=C1NC[C@@H](Cc2cccc3ccccc23)N(CC2CCCCC2)C1=O,0,-9,0,0.2,1,31,-5,-8,-1
Clc1ncnc2scc(C3COc4ccccc4O3)c12 (stereo not given),-2,-6,-4,-0.4,8,8,-5[fluorescence artefact?],-10,0

(further entries)
Structure,Runt-CBFb FRET,NCF1 inh,Runt-SMMHC FRET,zVAD death inh,Tb hexokinase,Hck-Nef inh,14-3-3 Bad PPI,EBV gp42 block,MDM2 E3 inh
O=C(CN1C(=O)c2ccccc2S1(=O)=O)N1CCc2ccccc2C1,1,-11,-3,-0.3,3,0,-1,-11,1
Cc1cc(C)c(-c2cc(C(F)(F)F)no2)c(=O)[nH]1,-2,-7,25,-0.1,-22,1,18,-16,-9
O=C(NC(=S)Nc1cccc(NC(=O)c2ccc(Cl)cc2Cl)c1)c1cccs1,4,-10,-1,77*,-2,5,-9,-7,4
O=C(NCC1CCCN(C(=O)c2cscn2)C1)c1ccccc1Cl (stereo not given),1,8,-1,11,3,19,-3,6,-3
CCOC(=O)Cn1c(S(=O)(=O)Cc2ccccc2Cl)nc(-c2ccccc2)c1-c1ccccc1,-1,3,1,-0.5,3,1,.,-12,-10
O=C(Nc1ccc(Cl)cc1)Nc1cnccn1,1,2,-3,76*,-5,26,-5,-3,-3
CCNS(=O)(=O)c1ccc(CCC(=O)Nc2cc(Cl)ccc2Oc2ccccc2)cc1,0,2,-1,0.3,-2,-1,-2,-2,-1
O=C(CSc1nnc(NC(=O)c2ccco2)s1)NC1CCCCC1,-2,4,2,0.8,-26,0,5,-11,-1

For reference, some entries already given:
Structure,Runt-CBFb FRET,NCF1 inh,Runt-SMMHC FRET,zVAD death inh,Tb hexokinase,Hck-Nef inh,14-3-3 Bad PPI,EBV gp42 block,MDM2 E3 inh
CCOc1ccc(-c2nc(C#N)c(N3CCN(CC)CC3)o2)cc1,-1,-32,-3,1.0,-16,9,11,2,0
CCOC(=O)Cc1csc(SCC(=O)c2c(N)n(CC(C)C)c(=O)n(C)c2=O)n1,-1,-3,0,-0.1,7,-1,-9[fluorescence artefact?],-6,-29
CCCc1cc(C(=O)N2CCN(c3ccccc3C)CC2)cs1,-4,-3,0,-0.1,9,8,-3[fluorescence artefact?],-3,-19
O=C1NC[C@@H](Cc2cccc3ccccc23)N(CC2CCCCC2)C1=O,0,-9,0,0.2,1,31,-5,-8,-1
Clc1ncnc2scc(C3COc4ccccc4O3)c12 (stereo not given),-2,-6,-4,-0.4,8,8,-5[fluorescence artefact?],-10,0
O=C(CN1C(=O)c2ccccc2S1(=O)=O)N1CCc2ccccc2C1,1,-11,-3,-0.3,3,0,-1,-11,1
Cc1cc(C)c(-c2cc(C(F)(F)F)no2)c(=O)[nH]1,-2,-7,25,-0.1,-22,1,18,-16,-9
O=C(NC(=S)Nc1cccc(NC(=O)c2ccc(Cl)cc2Cl)c1)c1cccs1,4,-10,-1,77*,-2,5,-9,-7,4
O=C(NCC1CCCN(C(=O)c2cscn2)C1)c1ccccc1Cl (stereo not given),1,8,-1,11,3,19,-3,6,-3
CCOC(=O)Cn1c(S(=O)(=O)Cc2ccccc2Cl)nc(-c2ccccc2)c1-c1ccccc1,-1,3,1,-0.5,3,1,.,-12,-10

The listing continues:
Structure,Runt-CBFb FRET,NCF1 inh,Runt-SMMHC FRET,zVAD death inh,Tb hexokinase,Hck-Nef inh,14-3-3 Bad PPI,EBV gp42 block,MDM2 E3 inh
CC(C)(C)C(=O)[C@@H]1[C@@H]2C(=O)N(C3CCCCC3)C(=O)[C@@H]2[C@H]2c3ccccc3C=CN12,-2,.,-7,-1.2,-7,-2,.,.,.
COc1ccc(CNC(=O)CN(C(=O)c2cc3sccc3n2C)C2CCCC2)cc1,0,-11,-2,-0.1,6,0,-6,4,-12
CN(C)S(=O)(=O)c1cccc(C(=O)c2nccn2C)c1,0,-9,-3,2.1,-2,14,9,2,-4
COc1ccc(OC)c(NC(=O)CSc2nnc(CNC(=O)c3ccco3)o2)c1,1,-1,-3,-0.3,-13,1,-6,-16,-18
CCCS(=O)(=O)C(=C(Nc1ccccc1)Nc1ccccc1)S(=O)(=O)CCC,0,-4,-2,-0.6,-15,3,3,0,-8
CCOc1ccc(C(=O)NC(=S)Nc2ccccc2N2CCOCC2)cc1Br,1,-218,-2,-0.1,-8,-1,2,-49,-13
Cc1cccc(N2CCN(C(=O)Cc3ccc(-n4c(=O)[nH]c5ccsc5c4=O)cc3)CC2C)c1 (stereo not given),2,-10,-1,0.3,35,0,-6[fluorescence artefact?],-9,-4
N=c1n(CC(=O)c2cccc([N+](=O)[O-])c2)c2ccccc2n1Cc1ccccc1,-2,-5,-3,8.9,1,20,-7,-12,-63

More structures:
Structure,Runt-CBFb FRET,NCF1 inh,Runt-SMMHC FRET,zVAD death inh,Tb hexokinase,Hck-Nef inh,14-3-3 Bad PPI,EBV gp42 block,MDM2 E3 inh
O=C(Nc1ncc(Cc2cccc(Cl)c2)s1)C1=NCCN1,-1,-13,5,-0.7,-19,1,-5,-5,-17
Cc1cc(C)c(C)c(S(=O)(=O)N2CCC(C(=O)Nc3ccccc3N3CCOCC3)CC2)c1C,-2,-24,-2,0.5,-2,1,4,-19,.
C=CCn1c(SCC(=O)NCc2ccccc2)nnc1-c1cc(Br)ccc1O,2,-14,2,0.1,-3,-23,-4,-23,-7
CCC(C)(C)NC(=O)Cc1ccc(Cl)cc1,-1,6,-4,67,-1,18,-7,7,-3
COc1ccc(C(=O)N2CCC(O)(c3ccc(Cl)cc3)CC2)cc1OC,2,-1,-5,-0.1,-12,18,0,-20,1
COc1ccc(NS(=O)(=O)c2ccc(C(=O)N3CCN(Cc4ccccc4)CC3)cc2)cc1,-2,0,1,-0.2,-2,1,-19,6,-4
Cc1cccc(-n2c(=S)[nH]c3sc4c(c3c2=O)CCc2ccccc2-4)c1,.,-6,38,0.5,-10,9,-20,-1,-1
C=CCn1c(SCC(=O)NC(=O)NC)nnc1C1CCCCC1,1,-3,0,1.1,-2,-1,-11,4,-3

The list goes on:
Structure,Runt-CBFb FRET,NCF1 inh,Runt-SMMHC FRET,zVAD death inh,Tb hexokinase,Hck-Nef inh,14-3-3 Bad PPI,EBV gp42 block,MDM2 E3 inh
CCCCCCCCn1cnc2c(N)c(C)c(C)cc21,-10,-5,-16,-0.2,-2,1,-5,-15,-8
CCC/C=N/NC(=O)c1cc(-c2ccccc2)nc2ccccc12,-1,-7,4,0.5,-8,1,7,-20,.
CC(=O)C(C(C)=O)C1(O)C(=O)c2ccccc2C1=O,0,0,-4,-0.1,4,4,-4,-4,-12
O=c1oc(-c2cccnc2)nc2ccccc12,-2,-2,1,-0.1,2,2,-6[fluorescence artefact?],-2,-22
Cc1cccc(N2CCN(C(=O)CCCSc3nc4ccccc4[nH]3)CC2)c1C,-4,-16,1,0.6,5,1,-3,-11,17
CCc1cc(C(=O)NNC(=O)CCl)sc1C,0,1,0,-0.3,-4,22,-15,3,-11
CCn1cc(/C=N\NC(=O)C2(C)CC2(Cl)Cl)c(C)n1 (stereo not given),-1,-7,3,0.9,-1,0,-9,-17,2
O=C(COC(=O)c1cccs1)Nc1ccccc1[N+](=O)[O-],0,-5,-3,2.7,2,-4,-5,-8,0

More structures follow.
Structure,Runt-CBFb FRET,NCF1 inh,Runt-SMMHC FRET,zVAD death inh,Tb hexokinase,Hck-Nef inh,14-3-3 Bad PPI,EBV gp42 block,MDM2 E3 inh
CCOc1ccccc1-n1c(SCC(=O)NC(C)(C)C)nnc1-c1ccoc1C,-4,-4,-5,0.9,-5,0,2,-1,-11
O=C(CSCc1ccccc1)N1CCc2ccccc21,2,-12,0,0.0,-5,-1,14,-9,-9
Nc1nc(Nc2cccc(F)c2)nc(NCc2ccco2)c1[N+](=O)[O-],-3,-12,-2,0.9,5,10,-1,18,0
Cc1ccc(CNC(=O)CCS(=O)(=O)c2cc(Br)cc3c2N(C(=O)C2CC2)CC3)o1,8,-6,-5,-1.5,1,-5,7,-5,4
Cc1nc(-c2ccccc2)cs1,-1,-5,1,-0.5,1,-1,5,-6,-21
Cc1cc(/C=C2/NC(=O)NC2=O)c(C)n1-c1sc2c(c1C#N)CCCC2,0,-32,-2,-0.8,-25,5,-6,-13,-20
C=CCc1cc(OC)ccc1OCCON1C(=O)CCC1=O,-1,9,-3,0.5,6,8,0,-25,-7
Cc1cc2cc(CN3C(=O)c4ccccc4C3=O)ccc2n1C,-4,-11,1,.,-8,-8,-9[fluorescence artefact?],-7,-1

Next section:
Structure,Runt-CBFb FRET,NCF1 inh,Runt-SMMHC FRET,zVAD death inh,Tb hexokinase,Hck-Nef inh,14-3-3 Bad PPI,EBV gp42 block,MDM2 E3 inh
Cc1nn(-c2ccccc2)nc1C(=O)Oc1cc(C(F)(F)F)nn1-c1ccccc1,-2,-9,0,-0.1,-2,0,0,-14,-22
Cc1cc(C)c(S(=O)(=O)c2ccccc2)c(OC(=O)c2c(F)cccc2F)n1,-6,-8,-13,1.5,3,11,28,-5,-8
O=C(/C(=C(\O)c1ccccc1)c1nc2ccccc2[nH]1)c1ccccc1,1,-7,2,2.6,-3,25,-3,-1,-11
Cc1ccc(OCC(=O)N2CCN(C3=NS(=O)(=O)c4ccccc43)CC2)cc1,1,-9,0,-1.2,0,7,-3[fluorescence artefact?],-9,-2
